# OX1R antagonist – blocks the human orexin 1 receptor; inhibition, % at 5 µM; O43613; AID 434989; hit rate 0.43% among 330,000; CHO/OX1R cells, Fluo-8 calcium fluorescence, orexin A;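 active = inhibition above its plate's threshold, mean inhibition of all tested compounds on the plate plus 3 SD, cut at about 37% in these data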;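 note: 0% = orexin A challenge wells and 100% = SB-334867-A antagonist wells; not every result past the cut was called active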
# Target sequence (O43613 whole entry, looked up): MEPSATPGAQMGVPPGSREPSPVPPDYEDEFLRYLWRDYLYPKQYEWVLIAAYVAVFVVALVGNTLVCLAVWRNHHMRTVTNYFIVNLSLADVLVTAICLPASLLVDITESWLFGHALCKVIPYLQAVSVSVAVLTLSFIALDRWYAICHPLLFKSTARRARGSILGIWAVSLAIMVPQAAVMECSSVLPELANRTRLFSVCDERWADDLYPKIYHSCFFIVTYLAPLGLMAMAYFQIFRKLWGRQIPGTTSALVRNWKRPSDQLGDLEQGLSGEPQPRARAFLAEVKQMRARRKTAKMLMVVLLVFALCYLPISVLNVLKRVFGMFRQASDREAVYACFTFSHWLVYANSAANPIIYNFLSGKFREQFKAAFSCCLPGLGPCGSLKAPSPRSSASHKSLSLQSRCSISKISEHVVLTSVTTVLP
# CHT allo act – allosteric activators of human choline transporter CHT; Q9GZV3; CHT-expressing cells, membrane potential dye, choline EC20; hits give high values; LV-AA mutant CHT in HEK293 cells; B-score at 10 µM; hit rate 0.49% among 310,000; AID 488977;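 active = initial fluorescence not abnormally high and integrated response B-score, plate-corrected, over 3 SD above library mean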
# Target sequence (Q9GZV3 whole entry, looked up): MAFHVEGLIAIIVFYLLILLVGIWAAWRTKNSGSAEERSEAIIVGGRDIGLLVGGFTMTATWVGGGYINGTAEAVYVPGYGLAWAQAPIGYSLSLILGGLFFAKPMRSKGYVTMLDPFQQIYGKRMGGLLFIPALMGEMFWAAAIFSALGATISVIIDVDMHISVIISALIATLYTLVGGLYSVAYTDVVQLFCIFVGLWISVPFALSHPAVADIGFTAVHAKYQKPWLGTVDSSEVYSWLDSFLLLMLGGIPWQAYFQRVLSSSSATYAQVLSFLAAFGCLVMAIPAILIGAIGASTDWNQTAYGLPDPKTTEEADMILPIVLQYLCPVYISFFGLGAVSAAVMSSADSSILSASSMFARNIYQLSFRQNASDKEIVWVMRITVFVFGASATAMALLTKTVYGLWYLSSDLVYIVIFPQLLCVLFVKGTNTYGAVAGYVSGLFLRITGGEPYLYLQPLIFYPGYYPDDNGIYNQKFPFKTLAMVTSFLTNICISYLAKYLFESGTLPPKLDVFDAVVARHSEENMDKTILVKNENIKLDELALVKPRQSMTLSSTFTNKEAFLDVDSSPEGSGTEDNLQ
# An asterisk follows results filed as active; i = inactive; . = not tested or not shown.
no.	Compound	CHT allo act	OX1R antagonist
1	COc1ccc(N(CC(=O)Nc2ccc(F)c(Cl)c2)S(=O)(=O)c2c(C)noc2C)cc1	i	5
2	COC(=O)c1cc(COC(=O)c2nc3nccc(C)n3n2)oc1C	i	-12
3	CCOC(=O)c1c(S(=O)(=O)NCC(=O)Nc2cc(C)ccc2OC)c(C)n(C)c1C	i	-11
4	C=C(C)c1cccc(C(C)(C)NC(=O)N2CCN(c3ccccc3)CC2)c1	i	-12
5	COCCCn1c(=S)[nH]c2sc3c(c2c1=O)CCCC3	i	-20
6	CCOC(=O)C(NC(=O)N(C)C)(Nc1sc(C)c(CC)c1C#N)C(F)(F)F (configuration not stated)	i	-14
7	Cc1c(NC(=O)CSc2ccc(Cl)cc2)cccc1-c1nc2cc(Cl)ccc2o1	i	3
8	COc1cccc(CNC(=O)CN(c2ccc(C(C)C)cc2)S(=O)(=O)c2c(C)noc2C)c1	i	-16
9	CCN(CC)c1nc2c(c(=O)n(C)c(=O)n2C)n1CCCc1ccccc1	i	-28
10	CN1C(=O)[C@@H]2[C@H](C1=O)[C@@H]1C(=O)Nc3ccccc3C(=O)N1[C@@H]2c1cccc(Br)c1	i	-5
11	CCC(C)N(C(=O)Cn1nnc2ccccc21)C(C(=O)Nc1ccc(F)cc1)c1cccc(OC)c1 (configuration not stated)	i	-13
12	Nc1cc(N)cc(C(=O)OCC(=O)Nc2cc(S(=O)(=O)N3CCCCC3)ccc2Cl)c1	i	-3
13	CCOC(=O)C1(CC2CCCCO2)CCN(Cc2nc3ccccc3[nH]2)CC1 (configuration not stated)	i	-16
14	O=C(NCc1ccc(F)cc1)C(Cc1ccccc1)NS(=O)(=O)c1cccs1 (configuration not stated)	i	-11
15	Cc1ccccc1-c1nnc(SCC(=O)NCc2ccc3c(c2)OCO3)n1C	i	-28

# Gathered by group: the compounds so far containing a Cl atom.
no.	Compound	CHT allo act	OX1R antagonist
1	COc1ccc(N(CC(=O)Nc2ccc(F)c(Cl)c2)S(=O)(=O)c2c(C)noc2C)cc1	i	5
7	Cc1c(NC(=O)CSc2ccc(Cl)cc2)cccc1-c1nc2cc(Cl)ccc2o1	i	3
12	Nc1cc(N)cc(C(=O)OCC(=O)Nc2cc(S(=O)(=O)N3CCCCC3)ccc2Cl)c1	i	-3

# The listing continues.
no.	Compound	CHT allo act	OX1R antagonist
16	O=C(N/N=C/c1ccc2nccnc2c1)c1ccncc1	i	-5
17	Cc1noc(C)c1COc1ccccc1C(=O)NNC(=O)c1ccccc1F	.	-18
18	Cc1c(C(=O)OCC(=O)c2ccc3c(c2)OCCO3)oc2ccccc12	i	-8
19	COc1ccc(OC)c(-c2csc(NC(=O)Cc3ccccc3)n2)c1	i	-23
20	CCN(CC(=O)Nc1ccc(NC(C)=O)cc1)C(=O)C(c1ccccc1)c1ccccc1	i	-25
21	c1ccc(C2=Nc3cccnc3C(c3ccccc3)=NN2)cc1	i	-34
22	Cc1ccc(NC(=O)c2ccc3c(c2)OCO3)cc1S(=O)(=O)N1CCOCC1	.	-13
23	Cc1ccc(S(=O)(=O)N(C)c2ccc(C(=O)N3CCOCC3)cc2)cc1	i	-9
24	CC12CCC(=O)N1C(C(=O)NNC(=O)c1ccccc1Cl)CS2 (configuration not stated)	.	10
25	CCOc1ccccc1NC(=O)CSc1nnc(CNC(=O)c2ccco2)o1	i	-25
26	N#Cc1ccc2c(c1)NC(=O)C1CCCN21 (configuration not stated)	i	-3
27	CCCCCCSc1ccc([C@@H]2[C@H]3C(=O)N(C)C(=O)[C@H]3[C@]3(C(=O)OC)CCCCN23)cc1	i	-22
28	CCC(O)(C#CCN1CCCCC1)CC	i	-29
29	O=C(Nc1ccc(Cl)c(Cl)c1)Nc1ccc([N+](=O)[O-])cn1	i	-3
30	CC(C)CN(CCCNC(=O)CN1C(=O)COc2ccc(S(=O)(=O)N3CCOCC3)cc21)CC(C)C	i	-7
31	Cc1ccc(S(=O)(=O)N(CCC(=O)NCc2ccccc2F)c2ccccc2)cc1	.	-6
32	Cc1ccc(C2(c3noc(CN(C)Cc4cccnc4)n3)CCCC2)cc1	i	-22
33	Cc1nc(CCN2C(=O)c3ccccc3C2=O)cs1	i	-17
34	COc1ccc(CNc2ccc3c(c2)nc(C)n3C)cc1OC	6.6*	-13
35	CNC(=S)N1CCC(c2nc3ccccc3s2)CC1	i	-11
36	Cc1ccc(S(=O)(=O)N2CCC(C(=O)N3CCc4ccccc43)CC2)cc1	i	-16
37	O=C(/C=C/c1ccc(Cl)cc1)Nn1c(-c2cccs2)nc2ccccc2c1=O	i	-4
38	CN(Cc1nccs1)C(=O)C1CCC(=O)N(Cc2ccccc2F)C1 (configuration not stated)	i	-19
39	O=C(CCCOc1ccccc1)NC1CCCc2ccccc21 (configuration not stated)	i	-6
40	CC1C(=O)N2CCCc3cc(NC(=O)C4CCCCC4)cc1c32 (configuration not stated)	i	-3
41	CCOC(=O)N1CCN(C(=O)c2ccc3c(=O)n(-c4ccccc4F)c(=S)[nH]c3c2)CC1	i	-16
42	O=C(CCSCc1ccccc1Cl)NC1CCCCC1	i	-17
43	COc1ccccc1-c1nnc(SCC(=O)O)n1-c1ccccc1	i	-16
44	O=C(c1ccccc1)c1cccc(NC(=O)C2CC2)c1	i	-7
45	COc1ccc(CCNC(=O)c2ccc(COc3ccccc3OC)o2)cc1	i	-11

# Some of these compounds in order of their number in OX1R antagonist, largest number first.
nr	SMILES	OX1R antagonist
37	O=C(/C=C/c1ccc(Cl)cc1)Nn1c(-c2cccs2)nc2ccccc2c1=O	-4
44	O=C(c1ccccc1)c1cccc(NC(=O)C2CC2)c1	-7
42	O=C(CCSCc1ccccc1Cl)NC1CCCCC1	-17
38	CN(Cc1nccs1)C(=O)C1CCC(=O)N(Cc2ccccc2F)C1 (configuration not stated)	-19

# Carrying on.
no.	Compound	CHT allo act	OX1R antagonist
46	CC1(C(=O)N2CC3(CC(c4cccc([N+](=O)[O-])c4)=NO3)C[C@H]2C(=O)NCC(N)=O)CC1 (some centres not stated)	i	-6
47	COc1ccc(-c2nc3c(-c4ccc(Cl)cc4)cnn3cc2C)cc1F	i	-6
48	CC(C)Cc1[nH]c(=O)c(C#N)c2c1CCCC2	i	0
49	CC1(C(=O)OCc2cc(=O)n3cc(Br)ccc3n2)CC1(Cl)Cl (configuration not stated)	i	-7
50	N=c1ccn(Cc2ccccc2Cl)cc1	i	-2
51	O=C(Nc1cccc(Cl)c1)N1CCOCC1	i	-12
52	Cc1nn(CCOc2ccccc2)c(=O)n1-c1ccc(Cl)cc1	i	-10
53	CCC(C)c1ccc(NC(=O)C2=CC=CN3CCS(=O)(=O)N=C23)cc1 (configuration not stated)	.	-8
54	CC(OC(=O)c1cc(=O)[nH]c2ccccc12)C(=O)c1ccccc1 (configuration not stated)	i	-19
55	O=c1c2ccccc2nc(-c2ccc([N+](=O)[O-])cc2)n1O	i	3
56	COc1cccc(-n2nc(C(C)=O)c(C#N)c2-c2ccco2)c1	i	-10
57	COc1ccc(NC(=O)CCCC2CCCCC2)cc1S(=O)(=O)N1CCCCC1	i	-21
58	COc1cccc(NC(=O)CSc2nc3c(sc4ccccc43)c(=O)n2CCCN2CCCC2)c1	i	-18
59	O=C(Nc1nnc(CC(=O)N2CCOCC2)s1)C1COc2ccccc2O1 (configuration not stated)	i	-6
60	Cc1ccc(S/C=C\C(=O)c2ccccc2)cc1	i	-17
61	S=c1nc(C23CC4CC(CC(C4)C2)C3)nc2sccn12	i	-20
62	O=c1c2ccccc2c(-c2ccccc2)nn1Cc1c(Cl)cccc1Cl	i	-35
63	COC(C/C=C\[C@@H](O)[C@@H](C)OCc1ccccc1)OC	i	8
64	CCCCCCc1nc(C(N)=O)c2[nH]c(=O)n(-c3ccc(OC)cc3OC)c2n1	i	-11
65	COc1ccccc1NC(=O)c1coc(=O)c(Br)c1	i	-3
66	Clc1nc(NCc2ccco2)nc(N2CCCCC2)n1	i	-1
67	Cc1ccc(C)c(OCc2cc(C(=O)N3CCNC(=O)C3)no2)c1	i	-12
68	Cc1ccc(CNS(=O)(=O)c2ccc(Br)s2)cc1	i	-11
69	Cc1cccc(C)c1NC1=NC(=S)N(c2ccc(C(=O)O)cc2)C12CCCCC2	i	-15
70	O=C(COC(=O)C12CC3CC(CC(O)(C3)C1)C2)Nc1ccc(Cl)cc1F	.	2
71	Cc1cccc(OCCCOc2cccc3cccnc23)c1C	i	5
72	CC(C)(C)c1ccc(C(=O)NN=C2CCCC2)cc1	i	-19
73	Cc1cccc(-n2c(-c3ccccc3)c[nH]c2=S)c1C	i	-10
74	CCC(C)n1c(=N)c(C#N)cc2c(=O)n3cccc(C)c3nc21 (configuration not stated)	7*	-7
75	CNC(=O)COC(=O)c1nc(-n2nc(C)cc2C)ccc1Cl	i	-10
76	CCCn1nc2cc(C(=O)NCCc3cccs3)ccc2c1OCC	i	-20
77	N/C(Cc1ccc(Cl)cc1Cl)=N\OC(=O)Cc1cccs1	i	-16
78	COCCn1c(SCC(=O)NNC(=O)c2ccc(OC)c(OC)c2)nc2ccccc2c1=O	i	-19
79	Cc1sc2nc(CSc3ccc([N+](=O)[O-])c(C(F)(F)F)c3)[nH]c(=O)c2c1C	i	-15
80	OC(COc1ccccc1)CN1CCN(C(c2ccccc2)c2ccccc2)CC1 (configuration not stated)	i	-35
81	CN1CCC(N(C)S(=O)(=O)c2ccc(NC(=O)c3cccc(C#N)c3)cc2)CC1	.	7
82	CC(C)(C)C(=O)CN1C(=O)NC2(CCCc3ccccc32)C1=O (configuration not stated)	i	-23
83	O=C1c2ccccc2C(=O)N1OCCOCCOCCON1C(=O)c2ccccc2C1=O	i	-19
84	CC(C)CN(C(=O)COC(=O)c1cc2c(s1)CCC2)C1CCS(=O)(=O)C1 (configuration not stated)	i	-5
85	COc1cc(/C=C2/C(=N)N3C=CSC3=NC2=O)ccc1OCCCOc1cc(C)ccc1C	i	1
86	O=C(c1ccc(F)c(S(=O)(=O)N2CCOCC2)c1)N1CCN(c2ncccn2)CC1	.	-23
87	Cc1ccc(-c2nc(CN(C)C)cc(CN(C)C)c2O)cc1	i	-1
88	Cc1oc(-c2ccccc2)nc1C(=O)OCC(=O)NCc1ccc(Cl)cc1	.	-10
89	CCn1c(SCC(=O)c2cccs2)nnc1-c1ccco1	i	-11
90	Clc1ccc(OCCCN2CCCCC2)c(Br)c1	i	-31

# Single records (already shown).
# COc1cc(/C=C2/C(=N)N3C=CSC3=NC2=O)ccc1OCCCOc1cc(C)ccc1C across the screens: CHT allo act = i; OX1R antagonist = 1
# O=C(c1ccc(F)c(S(=O)(=O)N2CCOCC2)c1)N1CCN(c2ncccn2)CC1 across the screens: CHT allo act = .; OX1R antagonist = -23

# Next part
no.	Compound	CHT allo act	OX1R antagonist
91	CCN(C(=O)COC(=O)c1ccc(SC)cc1OC)C1CCS(=O)(=O)C1 (configuration not stated)	.	-20
92	Nc1ccc(C(=O)N/N=C/c2cn(Cc3cccc(F)c3)c3ccccc23)cc1	i	.
93	COC(=O)CN(C#N)c1nc(N(C)C)nc(N(C)C)n1	i	1
94	COc1ccc(C2CC(=O)c3c([nH]c(C(=O)OC(C)C)c3C)C2)cc1OC (configuration not stated)	i	-16
95	Cc1cc(C)c2cc(CN(CC3CCCO3)C(=S)NCc3ccco3)c(=O)[nH]c2c1 (configuration not stated)	i	-27
96	COc1cccc(C(c2sc3ncnn3c2O)N2CCc3ccccc3C2)c1 (configuration not stated)	i	-26
97	COc1cc2c(cc1NC(=O)Cc1ccc(C)cc1)oc1ccccc12	i	-41
98	CN(C)C1NC(=O)c2cc(-c3ccccc3)sc2N1 (configuration not stated)	i	-20
99	N=c1scc(-c2ccccc2)n1/N=C/c1ccco1	i	-1
100	O=C(Nc1cccnc1Cl)c1cc(-c2ccc(O)cc2)on1	i	-3
101	Cn1c(=O)cc(OCC(=O)N2CCC(N3CCCCC3)CC2)c2ccccc21	i	-7
102	CCOC(=O)Nc1ccc(S(=O)(=O)Nc2nc(C)cc(C)n2)cc1	i	-7
103	COC(=O)c1ccc(OCC(O)CN2CCN(CC(O)COc3ccc(C(=O)OC)cc3)CC2)cc1 (configuration not stated)	i	-16
104	O=C(N/N=C/C1CC=CCC1)c1cc(Br)ccc1O (configuration not stated)	i	4
105	O=S(=O)(c1ccccc1F)N1CCN(c2nc(-c3cccnc3)nc3ccccc23)CC1	.	6
106	C=C(C)C(=O)N1CC2(CC(c3cccc(NC(=O)CC)c3)=NO2)C[C@H]1C(N)=O (some centres not stated)	i	-4
107	COc1cc2c(cc1O)C(Cc1ccc(O)cc1)[N+](C)([O-])CC2 (configuration not stated)	i	-9
108	CC(C(=O)Nc1ccc(N2CCOCC2)cc1)N1C(=O)NC(C)(C)C1=O (configuration not stated)	.	-3
109	CC1(C)C(=S)N(Cc2ccccc2)c2ccccc21	i	-20
110	CS(=O)(=O)n1nc(OC(=O)c2cccc3ccccc23)cc1N	i	-8
111	COc1cccc(Oc2ncnc(N)c2[N+](=O)[O-])c1	i	-1
112	Nc1c(C(=O)NCc2ccc3c(c2)OCO3)nnn1-c1ccc(OC(F)(F)F)cc1	i	-5
113	CCOC(=O)[C@@H]1[C@H]2COc3ccccc3[C@@H]2N2C(=O)N(c3ccc(Cl)cc3)C(=O)[C@]12C	i	-18
114	COc1ccccc1C(O)(c1ccccc1)C(CN1CCOCC1)c1ccccc1 (configuration not stated)	i	-22
115	CC1CCc2nc(N)c(C#N)c(-c3cccn3C)c2C1 (configuration not stated)	i	-17
116	Cc1cc2nc(-c3cccnc3SCC(=O)NC3CC3)[nH]c2cc1C	i	-28
117	C=CCNC(=O)c1ccccc1NC(=O)c1ccc(Cl)c(S(=O)(=O)Nc2cc(C)ccc2C)c1	i	18
118	CCOc1ccc(NC(=O)CSc2nnc(CNC(=O)c3ccco3)o2)cc1	i	-10
119	CCC(C(=O)NCCc1ccc(OC)c(OC)c1)n1nc(C)n2c(cc3occc32)c1=O (configuration not stated)	i	-15

# Compound activity as filed in PubChem BioAssay.
